ERK EGF block = EGF-driven ERK pathway inhibition; HEK293-V1b, EGF-stimulated phospho-ERK AlphaScreen; Potency, µM (doses to about 11.5 µM), without a hit: top-dose activity change, negative = inhibition, usual class: inhibitors; 0.41% of 130,000 active; active = well fitted inhibition curve with a large enough effect; inconclusive = small, poorly fitted or top-dose-only effect, or effect the other way;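 also: plate controls were stimulated vehicle wells for no effect and unstimulated vehicle basal for full effect; nearly all actives have a fitted effect of over 55% in size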
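V1b-HEK293, 1% FBS o/n; cpd 30 min 37C; EGF 25 nM final, 5 min; lyse 10 min; AlphaScreen beads 5 h RT. Normalized DMSO basal vs EGF max; Hill AC50.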
Numbers without * were called inactive; u = inconclusive; [ ] = another dose, or the depositor's remark. Potency is read from the fitted curve at half-maximal effect.

SMILES	ERK EGF block
CCOc1ccc(-n2c(=O)[nH]c3sc4c(c3c2=O)CCCC4)cc1	u
CCOc1cc2c(cc1OCC)C(c1ccccc1)N(c1ccc(C(=O)O)cc1)C(=O)C2 (centres undefined)	-12%[57.5 µM]
CCOc1ccc(C2C3=C(Nc4nc(N)[nH]c(=O)c42)c2ccccc2C3=O)cc1 (centres undefined)	2%
Cc1cc(-c2ccc(Cl)cc2)n2ncnc2n1	3%[57.5 µM]
COc1ccccc1OCC(=O)NCCC1=CCCCC1	11%
COc1ccc(CN2C(=O)NC3(CCCC3)C2=O)cc1F	-2%
Cc1cc(NC(=O)c2ccccc2F)ncc1NC(=O)c1cccs1	-12%
CN(C)NC(=S)Nc1ccc(S(=O)(=O)N2CCCCC2)cc1	-2%[57.5 µM]
CCCc1nn(C)c(C(N)=O)c1[N+](=O)[O-]	4%
COc1ccc(/C=C2/CCc3ccccc3C2=O)cc1OC	-7%
O=C(NCC1CCCO1)c1ccccc1-c1nc(-c2ccccc2Cl)no1 (centres undefined)	3%[57.5 µM]
O=C(NCCOc1ccccc1)c1cc(C(=O)NCCOc2ccccc2)cc([N+](=O)[O-])c1	2%
CCOc1cc(/C=N/Nc2nc(Nc3ccccc3)nc(N3CCCCC3)n2)ccc1OCC(=O)O	1%
Cc1sc2nc(CN(C(=O)NC3CCCCC3)C3CCCCC3)[nH]c(=O)c2c1C	7%
COc1ccc(-c2nnc(SCC(=O)NCc3cccs3)n2C)cc1	-1%
N#C/C(=C/c1cn(CC(=O)O)c2ccccc12)c1ccc(F)cc1	-5%
CCN(C(=O)COC(=O)c1cc(-c2ccccc2)nc2c1c(C)nn2-c1ccc(C)cc1)C1CCS(=O)(=O)C1 (centres undefined)	2%
O=C(Cn1cncn1)N/N=C/c1ccccc1Cl	-11%[57.5 µM]
CN1CCN(C(=S)c2cn(Cc3ccc(F)cc3)c3ccccc23)CC1	-12%
COc1cc2c(cc1OC)-c1nnc(C)n1C(C)(C)C2	-4%[57.5 µM]
COc1cc(/C=N/NC(=O)c2cn(-c3cccc(C)n3)cn2)ccc1O	-15%
CCc1ccc(S(=O)(=O)ON2C(=O)c3ccccc3C2=O)cc1	-1%
Cc1cc(C(=O)Nc2ccccc2N2CCOCC2)ccc1[N+](=O)[O-]	-5%
COc1ccc(S(=O)(=O)NNC(=O)c2ccccc2-n2cccc2)cc1	4%
CS(=O)(=O)N1CCC2(CC1)CN(c1ccc(-c3ccccc3)cc1)C2	1%
SMILES	ERK EGF block
CCC(CC)NC(=O)CC(c1ccccc1)c1ccccc1	-15%
Cc1nn(C)c(C)c1CN(Cc1nc(-c2cc(F)ccc2F)oc1C)C1CC1	1%
CCOc1ccc(-c2c(C(=O)N/N=C/c3ccc(OC(C)C)cc3)nnn2-c2nonc2N)cc1	-6%
CNC(=S)N(CCc1c(C)[nH]c2ccc(C)cc12)Cc1ccco1	-2%
N#Cc1ccc(-c2cccnc2)nc1SCC(=O)c1ccccc1	3%[57.5 µM]
COc1cccc(-c2ccc3ncnc(NCc4ccccc4OC)c3c2)c1	18%
CCC(=O)N(Cc1c(C)nn(-c2ccccc2)c1Cl)c1ccc(Cl)cc1	-9%
Cc1sc2c(c1C)C(O)=C(C(=O)Nc1ccccc1)S(=O)(=O)N2C	10%[57.5 µM]
Cc1ccc(C)c(OCC(=O)Nc2ccc(S(=O)(=O)Nc3ccccn3)cc2)c1	3%
Cc1cccc(N2CC(C(=O)OCc3ccc([N+](=O)[O-])cc3)CC2=O)c1 (centres undefined)	3%
O=C(CCCO)NNc1c2ccccc2nc2ccccc12	-3%[57.5 µM]
COc1ccc(C(=O)OC(C)C(=O)Nc2cc(C(F)(F)F)ccc2Cl)c(OC)c1OC (centres undefined)	-3%
C=C1C[C@]23C[C@@]1(O)CC[C@H]2[C@@]12C=C[C@H](O)C(C)(C(=O)O1)[C@H]2[C@@H]3CC(=O)O	-14%
Cc1cc(C)cc(Nc2nc(-c3ccc(S(=O)(=O)N4CCCC4)cc3)cs2)c1	-4%
COc1ccc(CC(=O)OCC(=O)Nc2ccc(N3CCOCC3)cc2)cc1	37%[57.5 µM]
COc1ccc(S(=O)(=O)N2CCOCC2)cc1NC(=O)CN(C)Cc1c(F)cccc1Cl	0%
CCC(c1nnc(SCC(=O)Nc2ccc(C(C)=O)cc2)n1C1CCCCC1)N(C)C (centres undefined)	0%
CC(=O)Nc1nc(-c2ccc3c(c2)CCN3S(C)(=O)=O)cs1	-9%
CC(C)c1ccc(C2C(C#N)=C(N)Oc3c2oc(CO)cc3=O)cc1 (centres undefined)	8%
CCNCCOC(c1ccccc1)c1ccccc1	9%
O=C(Nc1cccc([N+](=O)[O-])c1)c1cccc(C(=O)Nc2cccc([N+](=O)[O-])c2)c1	10%[57.5 µM]
O=C1C(=O)c2ccccc2C(O)=C1CCCCl	-1%[57.5 µM]
O=C(N/N=C/C1CC=CCC1)c1ccc(Cl)cc1O (centres undefined)	-3%
CCC1=C2CC[C@H]3C(=O)N(CC)C(=O)[C@H]3[C@H]2[C@@]2(Cc3ccccc3)C(=NCCOC)OC(=O)N2C1=O	-3%
Cc1oc(/C=N/NC(=O)CC2(C)OCCO2)cc1Br	4%[57.5 µM]
SMILES	ERK EGF block
NNC(=O)c1sccc1OCc1ccc(Cl)cc1	7%
Cc1ccc(S(C)(=O)=NC(=O)NC(=O)c2c(Cl)cccc2Cl)cc1 (centres undefined)	14%[57.5 µM]
CC[C@H](C)C(=O)O[C@H]1CCC=C2C=C[C@H](C)[C@H](CC[C@@H]3C[C@H](O)CC(=O)O3)[C@H]21	-1%
COc1cccc(CNc2ncnc3cc(Cl)ccc23)c1	u
CCOC(=O)C1=C(N)Oc2ccc3ccccc3c2C1c1cccnc1 (centres undefined)	-5%
CN1CCN(C(=O)c2cc(C(C)(C)C)cc(C(C)(C)C)c2)CC1	17%
CCOC(=O)C1CCN(c2c(C(=O)c3ccccc3)cnc3ccc(CC)cc23)CC1	1%
Cc1cc(C)cc(Oc2nc3c(C)cccn3c(=O)c2/C=C(\C#N)C(=O)NC2CCS(=O)(=O)C2)c1 (centres undefined)	5%
N/C(=N\OC(=O)CN1C(=O)c2ccccc2C1=O)c1ccc(Cl)cc1	3%
Cc1[nH]n(-c2ccccc2)c(=O)c1C(c1cccc([N+](=O)[O-])c1O)c1c(C)[nH]n(-c2ccccc2)c1=O	4%
CCc1ccc(Oc2coc3cc(OC(=O)c4cc5ccccc5oc4=O)ccc3c2=O)cc1	-10%
CN(C)c1ccc(/C=N/NC(=O)Cn2nnc3ccccc32)cc1	7%
O=c1c2c3c(sc2nc2n1CCCC2)CCCC3	4%
CC1=C(C(N)=O)C(c2ccccn2)n2nc(SCc3ccccc3)nc2N1 (centres undefined)	-1%
COc1ccccc1Cc1nc2ccccc2n1S(=O)(=O)c1ccc(Cl)cc1	-9%
CC(=O)N1CCc2cc(S(=O)(=O)CCC(=O)NCc3ccco3)ccc21	1%
C=CCc1ccc(O)c(-c2ccc(O)c(CC=C)c2)c1	-5%[57.5 µM]
c1ccc(C2=Nc3cccc4cccc(c34)N2)cc1	3%
O=C(COc1cccc2cccnc12)N/N=C/c1ccc(O)cc1	8%
CCn1c(SCC(=O)NC(C)(C)C)nnc1-c1ccoc1C	2%
CCc1ccc(CNC(=O)CCc2nnc(Cc3cccc(C(F)(F)F)c3)o2)nc1	4%
CC(C)c1ccc(C(=O)Nc2ccc(N3CCOCC3)cc2)cc1	-3%
Cc1cc(SCC(=O)NCCN2C(=O)CSC2=O)nc2c(C)cccc12	4%
CCCCC(=O)N/N=C/c1ccc(-c2ccc([N+](=O)[O-])cc2)o1	10%
O=C(CNC(=O)c1ccc(F)cc1)N/N=C/c1cc(Br)ccc1OCc1ccccc1	-9%

Three entries from above, arranged by number of heavy atoms, ascending.
SMILES	ERK EGF block
Cc1ccc(S(C)(=O)=NC(=O)NC(=O)c2c(Cl)cccc2Cl)cc1 (centres undefined)	14%[57.5 µM]
CCc1ccc(CNC(=O)CCc2nnc(Cc3cccc(C(F)(F)F)c3)o2)nc1	4%
CCOC(=O)C1CCN(c2c(C(=O)c3ccccc3)cnc3ccc(CC)cc23)CC1	1%

Next part
SMILES	ERK EGF block
Cc1cccc(N2CC(C(=O)Nc3ccc(S(=O)(=O)N4CCOCC4)cc3)CC2=O)c1 (centres undefined)	-2%
COc1cc(OC)c(S(=O)(=O)Nc2ccccc2NC(=O)CN2CCOCC2)cc1NC(C)=O	2%
COc1ccc(C(=O)Nc2ccc(-n3nncc3C(C)(C)C)cc2)cc1	-8%
CCC1C(C#N)=C(SCC(N)=O)NC2=C1C(=O)CC(C)(C)C2 (centres undefined)	-6%[57.5 µM]
COc1ccc(-c2nn(-c3ccccc3)cc2/C=C/C(=O)N2CCN(c3ccccn3)CC2)cc1	2%
COC(=O)c1c(NC(=O)COC(=O)[C@@H](NS(=O)(=O)c2cccc(Cl)c2)C(C)C)sc2c1CCC2	7%
COc1cc(/C=C2\SC(=Nc3ccc(O)cc3)NC2=O)cc(OC)c1O	-1%
O=S(=O)(NCC1COc2ccccc2O1)c1ccc2ccccc2c1 (centres undefined)	1%
CC1CC(C)CN(S(=O)(=O)c2cc(C(=O)O)c(Cl)s2)C1 (centres undefined)	8%
CS(=O)(=O)Nc1ccc(C2=NN(C(=O)c3ccco3)C(c3ccccc3F)C2)cc1 (centres undefined)	34%
O=C(NCc1ccccn1)c1cccc(NS(=O)(=O)c2cccc(Cl)c2)c1	-9%
O=C(CCCSc1nc2ccccc2[nH]1)NC1CCCCC1	-6%
COC(=O)C1=C(C)N(C)C(=S)NC1c1cc(OC)ccc1OC (centres undefined)	5%
O=C(Cc1cccs1)Nc1nnc(-c2ccc(F)cc2)s1	-2%
O=C1CS/C(=N/N=C/c2ccco2)N1Cc1ccc(F)cc1	6%[57.5 µM]
CCN(CC)CCCNC(=O)CCC(=O)Nc1ccc2nc(N3CCCCC3)cc(C)c2c1	0%
O=C(NCCCN1CCCCCC1)[C@@H](c1ccccc1)C1CCCCC1	5%
N=C1S/C(=C\c2ccccc2)C(=O)N1c1ccc(F)cc1	6%
Cn1c(=NC(=O)c2ccc3c(c2)OCCO3)sc2cc(S(C)(=O)=O)ccc21	-2%
COc1ccc(CCNc2cn[nH]c(=O)c2Cl)cc1OC	7%
Cc1c(NC(=O)c2cc(-c3ccccc3O)on2)c(=O)n(-c2ccccc2)n1C	5%[57.5 µM]
COc1ccc(NC(=O)N2CCC(n3cnc4ccccc43)CC2)cc1	-10%
CCOC(=O)Cc1nn(Cc2nc(-c3ccc(C)cc3)cs2)c(=O)c2ccccc12	7%[57.5 µM]
Cc1ccccc1NC(=O)Nc1ccccc1N1CCCCC1	10%[57.5 µM]
COc1cccc(C(=O)Nc2ccc(-n3nncc3C(C)(C)C)cc2)c1	-34%
SMILES	ERK EGF block
CCOC(=O)N/N=C/c1cn(CCCOc2ccc(C)cc2)c2ccccc12	5%
COc1ccc2cc(S(=O)(=O)N3CCN(C)CC3)ccc2c1	-3%
COc1cccc(CN2CCNC(=O)C2CC(=O)NCCCn2ccnc2)c1 (centres undefined)	6%[57.5 µM]
CCn1nnnc1NCc1cccc(Cl)c1	-1%
CN=C1S/C(=C/c2cn(CC(=O)OC)c3ccccc23)C(=O)N1C	-4%[57.5 µM]
Cc1ccc(-n2c(CNc3ccc(C)c(Cl)c3)n[nH]c2=S)cc1	3%
COc1cc2nc3c(c([Si](C)(C)C(C)(C)C)c2cc1OC)Cn1c-3cccc1=O	6%
COc1cccc(/C=N/NC(=O)CCCc2ccc(OC)c(C)c2)c1	7%
O=C(N/N=C/c1cc([N+](=O)[O-])ccc1O)Nc1ccccc1	13%
O=C(NCC1CCCO1)c1ccc(CSCc2cccc(F)c2)o1 (centres undefined)	-8%
COc1ccc(C(=O)NCCSc2ccc(C)cc2)cc1	-1%
COc1ccc(CCNc2c3ccccc3nc3ccccc23)cc1OC	-7%[57.5 µM]
Cc1cc(-c2ccc(Br)cc2)n[nH]1	-7%
NC(=O)c1cc[n+](CC(=O)c2ccc(NC(=O)c3ccccc3)cc2)cc1	3%
CN1C(=O)C(O)(c2nnc(-c3ccccc3)o2)c2ccccc21 (centres undefined)	4%
O=C(NCC(=O)N(c1cccc(F)c1)C(C(=O)NC1CCCC1)c1ccco1)c1ccco1 (centres undefined)	-5%
O=C(COC(=O)c1cccs1)c1ccc2ccccc2c1	9%

Ordered by SMILES length (smallest number first): some entries from above
SMILES	ERK EGF block
CCn1nnnc1NCc1cccc(Cl)c1	-1%
Cc1cc(-c2ccc(Br)cc2)n[nH]1	-7%
COc1ccc(C(=O)NCCSc2ccc(C)cc2)cc1	-1%
O=C(COC(=O)c1cccs1)c1ccc2ccccc2c1	9%
O=C(NCC1CCCO1)c1ccc(CSCc2cccc(F)c2)o1 (centres undefined)	-8%
COc1ccc2cc(S(=O)(=O)N3CCN(C)CC3)ccc2c1	-3%
CN1C(=O)C(O)(c2nnc(-c3ccccc3)o2)c2ccccc21 (centres undefined)	4%
COc1cccc(CN2CCNC(=O)C2CC(=O)NCCCn2ccnc2)c1 (centres undefined)	6%[57.5 µM]
O=C(N/N=C/c1cc([N+](=O)[O-])ccc1O)Nc1ccccc1	13%
CCOC(=O)N/N=C/c1cn(CCCOc2ccc(C)cc2)c2ccccc12	5%
NC(=O)c1cc[n+](CC(=O)c2ccc(NC(=O)c3ccccc3)cc2)cc1	3%
COc1cc2nc3c(c([Si](C)(C)C(C)(C)C)c2cc1OC)Cn1c-3cccc1=O	6%
O=C(NCC(=O)N(c1cccc(F)c1)C(C(=O)NC1CCCC1)c1ccco1)c1ccco1 (centres undefined)	-5%

From PubChem BioAssay

An excerpt (hit frequency here may not be typical).
